Screening data (PubChem)
CHRM5 PAM: CHRM5 positive allosteric modulation; 0.3% of 360,000 active; P08912; activation, % at 3 µM; CHO-K1 hM5, Fluo-8 calcium, ACh EC20 PAM; 0% = ACh EC20, 100% = ACh EC100; AID 624038;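 active = activation above the run cutoff, the mean activation of all test compounds plus 3 SD, cut at about 18% in these data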
Target sequence (P08912 whole entry, looked up): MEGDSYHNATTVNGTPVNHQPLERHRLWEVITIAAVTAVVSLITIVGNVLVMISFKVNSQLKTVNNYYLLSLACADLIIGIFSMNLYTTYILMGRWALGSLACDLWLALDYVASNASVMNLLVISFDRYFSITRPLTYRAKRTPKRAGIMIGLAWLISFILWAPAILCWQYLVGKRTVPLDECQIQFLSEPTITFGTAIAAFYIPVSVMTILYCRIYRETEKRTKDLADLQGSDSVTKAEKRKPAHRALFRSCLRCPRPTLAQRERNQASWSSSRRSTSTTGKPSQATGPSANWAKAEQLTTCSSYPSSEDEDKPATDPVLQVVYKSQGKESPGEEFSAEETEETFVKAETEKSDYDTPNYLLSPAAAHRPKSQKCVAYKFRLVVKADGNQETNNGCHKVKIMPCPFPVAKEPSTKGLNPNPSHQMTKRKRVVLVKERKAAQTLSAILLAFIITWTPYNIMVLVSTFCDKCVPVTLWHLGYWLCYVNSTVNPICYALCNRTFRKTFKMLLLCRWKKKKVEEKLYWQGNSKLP
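Replicates: One well per compound, no replicates | System: Human M5 receptor in CHO-K1 cells | Benchmarks: Low control EC20 acetylcholine (0%), high control EC100 acetylcholine (100%) | Probe or stimulus: Acetylcholine, EC20 level | Times: Fluo-8 loading 80 min at 37 °C plus 30 min room temperature | Signal: Intracellular calcium via Fluo-8 fluorescence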
CHO-K1 Ca PAM: nonselective activator or artifact in parental CHO-K1 calcium assay; AID 602247; 0.02% of 360,000 active; ATP EC20, Fluo-8 calcium fluorescence; 0% at ATP EC20, 100% at ATP max; activation, % at 3 µM;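 active = activation above the run cutoff, the mean activation of all test compounds plus 3 SD, cut at about 40% in these data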;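 note: peak over basal fluorescence ratio in a 140 s read after ATP addition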
M5 antag: CHRM5 antagonism in calcium assay; P08912; CHO-hM5 cells, Fluo-8 calcium fluorescence, ACh EC80; inhibition, % at 3 µM; 0.59% of 360,000 active; AID 624040;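 active = inhibition above a per-plate cutoff, the mean of that plate's test compounds plus 3 SD, cut at about 27% in these data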;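 note: 0% = acetylcholine EC80 with DMSO and 100% = DMSO without agonist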
CHRM4 agonist: CHRM4 agonism in calcium assay; CHO-K1 hM4/Gqi5, Fluo-8 calcium fluorescence; vehicle 0%, full acetylcholine response 100%; 0.14% of 360,000 active; AID 624127; activation, % at 3 µM; P08173;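 active = activation above the run mean over all test wells plus 3 SD, cut at about 32% in these data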;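 note: peak over basal fluorescence ratio per well then scaled between controls; 0% = DMSO wells and 100% = acetylcholine at EC100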
Target sequence (P08173 whole entry, looked up): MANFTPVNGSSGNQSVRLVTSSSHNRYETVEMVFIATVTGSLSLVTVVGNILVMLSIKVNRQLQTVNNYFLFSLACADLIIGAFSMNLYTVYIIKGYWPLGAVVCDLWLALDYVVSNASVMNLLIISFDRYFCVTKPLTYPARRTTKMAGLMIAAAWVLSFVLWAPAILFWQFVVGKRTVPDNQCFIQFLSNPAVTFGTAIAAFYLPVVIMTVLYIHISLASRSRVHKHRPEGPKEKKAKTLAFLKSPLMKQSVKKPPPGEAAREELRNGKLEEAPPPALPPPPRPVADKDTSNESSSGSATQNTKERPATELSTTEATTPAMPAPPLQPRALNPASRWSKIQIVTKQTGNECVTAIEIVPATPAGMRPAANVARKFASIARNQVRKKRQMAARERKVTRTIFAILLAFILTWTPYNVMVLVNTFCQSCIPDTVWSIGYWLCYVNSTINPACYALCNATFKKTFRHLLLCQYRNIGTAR
CHRM4 antagonist: antagonists of human muscarinic M4 receptor (CHRM4); 0.73% of 360,000 active; AID 624125; inhibition, % at 3 µM; P08173; CHO-hM4 cells, ACh EC80, Fluo-8 calcium fluorescence;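 active = inhibition above its plate's cutoff, the mean inhibition of sample wells plus 3 SD, cut at about 27% in these data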;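 note: 0% = acetylcholine EC80 with DMSO and 100% = DMSO without agonist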
CHO-K1 Ca antag: M1 antagonist counterscreen hit in parental CHO-K1 cells | ATP-induced calcium, Fluo-8 fluorescence | inhibition, % at 3 µM | 0.6% of 360,000 active | AID 602250;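 active = inhibition above a per-plate cutoff, the plate's mean sample inhibition plus 3 SD, cut at about 24% in these data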;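 note: 0% = DMSO plus EC80 ATP and 100% = DMSO alone without ATP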
CHRM5 agonist: CHRM5 agonism in calcium assay; 0.19% of 360,000 active; activation, % at 3 µM; AID 624037; CHO-K1 hM5 cells, Fluo-8 calcium fluorescence; 0% DMSO wells, 100% maximal acetylcholine response;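 active = activation above the run's mean over test compounds plus 3 SD, cut at about 23% in these data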;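 note: signal is peak over basal fluorescence ratio across the kinetic read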
M1 ag parental: M1 agonist counterscreen hit in parental CHO-K1 cells; Fluo-8 calcium fluorescence; scaled to maximal ATP response, vehicle zero; AID 602248; 0.48% of 360,000 active; activation, % at 3 µM; in the data active = activation above about 15%;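 note: untransfected CHO-K1 host cells lacking M1 receptor as counterscreen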
M4 PAM: CHRM4 positive allosteric modulation; AID 624126; 0.4% of 360,000 active; activation, % at 3 µM; CHO-K1 hM4/Gqi5, Fluo-8 calcium fluorescence, ACh EC20; 0% = ACh EC20, 100% = maximal ACh;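 active = activation above its plate's cutoff, the mean activation of sample wells plus 3 SD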; note: some results filed as inactive read as strong as hits
* marks the source's active call; other numbers are inactive results.

Compound	CHRM5 PAM	CHO-K1 Ca PAM	M5 antag	CHRM4 agonist	CHRM4 antagonist	CHO-K1 Ca antag	CHRM5 agonist	M1 ag parental	M4 PAM
O=C(Nc1ccc(Cc2ccc(NC(=O)C3CC3)c(O)c2)cc1O)C1CC1	-8	5	1	2	0	-27	-6	1.1	-5
CC(C)CCN1C(Nc2ccccc2)=NC[C@@H]1CC(C)C	4	-5	10	1	3	-7	-6	0.8	-2
CCC(=O)N(CCC(c1ccco1)C(C)C)Cc1ccccc1 (centres undefined)	-23	-1	19	7	-13	4	-8	2.2	-11
CN(c1ccccc1)c1nc(N)c([N+](=O)[O-])c(N2CCCC2)n1	-3	-5	5	0	3	-13	-6	-0.5	-10
Cc1ccc(S(=O)(=O)CCC(=O)Nc2ccc(Br)cc2)cc1	1	12	3	-1	7	5	-6	0.6	2
Cc1ccc(C(c2nnnn2Cc2cccs2)N2CCN(C(=O)c3ccco3)CC2)cc1 (centres undefined)	-4	10	5	2	5	4	-2	1.7	-5
O=C(CSc1n[nH]c(-c2ccco2)n1)Nc1ccccc1Cl	-3	-7	10	1	-10	1	-2	0.0	2
CCCNS(=O)(=O)c1ccc(CCC(=O)N2CCOCC2)cc1	-4	2	3	0	7	-5	2	0.1	-3
O=C(Nn1c(-c2ccccc2)nc2ccccc2c1=O)c1cccs1	-4	6	-12	9	-15	0	-2	0.7	0
COc1cc(C(=O)N(C)Cc2cccc(OC)c2OC)ccc1OCC(=O)Nc1cccc(C(F)(F)F)c1	-4	1	3	1	-5	1	0	7.7	4
CCOc1ccccc1OCC(=O)Nc1cc2c(cc1C(=O)O)OCCCO2	0	-11	6	1	3	-8	-3	0.3	5
Cc1ccc(S(=O)(=O)NN=C2CC3CCC2(C)C3(C)C)cc1 (centres undefined)	-22	6	0	0	0	-12	-11	-0.4	0
CCC(=O)Nc1cc(SCCO)cc([N+](=O)[O-])c1	4	11	-2	1	5	-11	1	0.7	9
NC(=O)CC[C@@H]1NC(=O)[C@H](Cc2ccc(O)cc2)NC(=O)c2cc([N+](=O)[O-])cc(F)c2OCC[C@@H](C(N)=O)NC1=O	-2	7	8	1	-4	-12	2	0.5	4
CCn1c(=O)c(C(=O)Nc2ccc(C)cc2C)c(O)c2ccccc21	3	25	-14	1	-3	-7	4	0.2	8
CCOc1ccc(N(C(=O)c2ccc3c(c2)OCO3)C2C=CS(=O)(=O)C2)cc1 (centres undefined)	3	19	-3	0	10	-14	-3	2.5	-6
CCOc1cccc(-c2cc(NCCc3ccccn3)n3nccc3n2)c1	2	22	5	8	-6	-11	1	2.4	-5
CC(C)C(N)c1csc(Nc2ccc(C(F)(F)F)cn2)n1 (centres undefined)	1	18	-2	6	-3	-11	2	1.7	6
Cc1cc(/C=C2/NC(=O)N(Cc3ccccc3F)C2=O)c(C)n1C	-8	0	2	1	0	1	2	0.2	-2
COc1ccccc1N1CCN(Cc2cc(=O)oc3cc(C)cc(C)c23)CC1	0	21	13	1	3	-19	0	0.2	-1
CCc1cccc(NC(=O)C2CCCN(S(=O)(=O)c3ccc4[nH]c(=O)ccc4c3)C2)c1 (centres undefined)	-1	17	9	0	3	-10	-3	1.4	8
CC(/C=N/NC(=S)Nc1cccc(S(=O)(=O)N(C)C)c1)c1ccccc1 (centres undefined)	-5	15	1	1	4	-3	-2	0.4	-5
O=C1CC(c2ccc3c(c2)OCO3)CN1 (centres undefined)	8	1	-3	0	4	-4	1	-0.1	4
CCCCN(C)C(=O)C1CCN(Cc2cccc(OCc3ccccc3)c2)CC1	-8	4	12	4	-5	-2	-17	6.5	-8
O=C(O)/C=C/c1cnc[nH]1	-6	23	1	0	5	-1	0	0.9	-3
COc1cccc(CNc2nc3cc(-c4ccc(F)cc4)sc3c(=O)n2C)c1OC	-2	-19	12	4	0	8	1	0.0	2
Cc1ccc(OCc2nc(-c3ccccn3)no2)c(Br)c1	2	19	1	-1	-6	-15	-3	0.6	0
Cc1nn(-c2ccc(Cl)cc2)c2[nH]c(=O)c(CNCc3ccc4c(c3)OCO4)cc12	-8	7	0	6	-3	-3	-7	0.8	-5
CCn1nc(NC(=O)C2CCCO2)c2cc3cc(C)ccc3nc21 (centres undefined)	9	1	15	2	11	17	-3	-0.1	14
O=C(COC(=O)/C=C/c1ccc(OC(F)F)cc1)Nc1cccc(S(=O)(=O)N2CCCC2)c1	0	3	2	10	0	-2	-2	2.3	2

Later entries:
Compound	CHRM5 PAM	CHO-K1 Ca PAM	M5 antag	CHRM4 agonist	CHRM4 antagonist	CHO-K1 Ca antag	CHRM5 agonist	M1 ag parental	M4 PAM
CN(C(=O)Cn1nnc(-c2ccc(F)cc2)n1)C1CCS(=O)(=O)C1 (centres undefined)	0	-12	0	1	-1	13	3	0.3	5
C=CCN(c1ccccc1OC)S(=O)(=O)c1ccc(Cl)c(C(=O)NCc2ccco2)c1	-7	19	1	6	-1	-17	-1	4.4	-6
FC(F)(F)c1nnc2c(Sc3ccccc3)nc3ccc(Cl)cc3n12	6	-1	-9	-1	10	-4	-1	-0.4	2
O=c1c(-c2n[nH]c(=S)n2-c2ccccc2)cccn1Cc1cccc(Cl)c1	-3	14	11	2	9	-5	-1	1.0	-1
Cc1ccc(O)c(NC(=O)c2noc3c2CCCCC3)c1	5	29	-6	1	2	-16	-2	0.8	2
Cc1ccc(CNc2ccc3c(c2)OCO3)cc1	-5	-1	11	9	3	-22	3	2.5	-2
O=C(N/N=C/c1ccc(N2CCOCC2)s1)c1ccc(NS(=O)(=O)c2cccs2)cc1	-4	11	8	0	10	-7	-1	0.6	-14
CC(C)(C)c1ccc(CS(=O)(=O)CC2(O)CCN(C(=O)c3cccc(C(F)(F)F)c3)CC2)cc1	2	-2	-3	0	8	7	2	-0.4	-2
Cc1ccc(-n2nnc3c(=O)n(CC(=O)c4ccccc4)cnc32)cc1	-1	2	5	0	3	6	1	0.6	0
Cc1cc(NC(=O)C(C)SCC(=O)Nc2ccccc2C(C)(C)C)no1 (centres undefined)	-1	14	0	0	4	-25	0	1.4	3
Cc1ccc(Nc2c([N+](=O)[O-])ccc3nonc23)c(C)c1	-1	-10	0	-1	1	-1	-3	2.3	-6
O=C(COC(=O)C12CC3CC(CC(Br)(C3)C1)C2)Nc1c(F)cccc1F	-6	3	6	10	4	-2	6	1.7	4
CC(C)C[C@H](NC(=O)C1CC(=O)N(c2ccc(F)cc2)C1)C(=O)N1CCCCC1 (some centres undefined)	-9	16	14	3	-6	-19	0	2.2	-4
CCCS(=O)(=O)NC(=O)C1(C)CCN(C(=O)c2c(F)cccc2F)C1 (centres undefined)	4	12	-6	1	0	0	0	0.8	2
CCCCC(CC)C(=O)Nc1ccc(C)c(O)c1 (centres undefined)	-6	7	11	0	2	1	-3	0.2	-2
COc1cc(OC)cc(C2=Cc3ccc(OC)cc3C(CC(C)=O)N2c2ccc(C#CCCO)cc2)c1 (centres undefined)	1	27	2	4	3	-14	1	0.8	5
CCOC(=O)c1csc(N)c1-c1ccc([N+](=O)[O-])cc1	1	-5	0	3	-8	0	-6	0.3	4
COc1ccc(CCN2C(=O)CC(NCc3ccc4c(c3)OCO4)C2=O)cc1OC (centres undefined)	-1	22	9	2	7	-8	-1	0.8	5
CCOc1ccc(N=C(/C(C(=O)C(=O)N2CCOCC2)=C(/O)c2ccccc2)c2ccccc2)cc1	13	4	-7	1	-13	-8	5	0.3	2
O=C(CSCc1cccc(Cl)c1)N1CCN(Cc2ccc3c(c2)OCO3)CC1	-6	-3	0	4	0	5	-9	0.0	-1
Cc1ccc(C(=O)N/N=C/c2ccc(N3CCOCC3)cc2)c(C)c1	-1	4	2	4	2	-5	-4	1.5	3
CCOC(=O)CSc1nnc(CSc2nc3sc4c(c3c(=O)[nH]2)CCC4)n1C	-2	14	3	0	5	-3	-2	0.0	11
C[C@@H]1CCCCO[C@H](CN(C)S(=O)(=O)c2cn(C)cn2)[C@H](C)CN([C@@H](C)CO)C(=O)c2cc(NC(=O)c3ccccc3)ccc2O1	1	17	9	0	0	-5	1	0.2	3
O=[N+]([O-])c1ccc2c(c1)CO[C@@]21O[C@H](CCO)C[C@H](O)[C@H]1O	-2	5	-2	0	-3	14	0	-0.5	-2
Cc1ccc(C)c(NC(=O)C(CC(=O)O)Cc2ccccc2)c1 (centres undefined)	-1	22	12	0	7	-9	-5	-0.1	-1
CC1CCN(S(=O)(=O)c2cccc(C(=O)N(Cc3ccccc3)c3ccccn3)c2)CC1	-9	-10	6	5	-1	2	-4	5.4	-8
O=C(OCc1nnc(-c2ccccc2)o1)c1cn(-c2ccccc2)nc1-c1ccccc1	-8	-3	2	1	-2	6	-3	0.0	7
COc1ccc(S(=O)(=O)N2CCCC2C(=O)Nc2ccc(C)cc2)cc1 (centres undefined)	1	4	-2	0	3	-7	-2	0.1	2
Nc1ccc(C2(c3ccc(N)cc3)C(=O)Nc3ccccc32)cc1	5	7	2	5	-7	-16	-5	0.4	6
CC(=O)c1c(C)[nH]c(C(=O)NC2=NCCS2)c1C	4	8	-4	1	4	-6	0	0.7	18

(cont.)
Compound	CHRM5 PAM	CHO-K1 Ca PAM	M5 antag	CHRM4 agonist	CHRM4 antagonist	CHO-K1 Ca antag	CHRM5 agonist	M1 ag parental	M4 PAM
CC(=O)c1cc(-c2ccc(F)cc2)n(CC(=O)NCc2cccs2)c1C	-6	14	-3	0	-8	2	-1	2.4	6
CCC(C(=O)Nc1sc(C(N)=O)c(C)c1C(=O)OC)c1ccccc1 (centres undefined)	2	18	-2	1	-31	-11	6	2.0	11
O=C(c1ccc(S(=O)(=O)N2CCCCC2)cc1)N1CCN(c2ccccc2F)CC1	-4	23	-1	-1	0	-8	-2	0.3	1
COc1ccc(OC)c(S(=O)(=O)NC(C)c2cnn(-c3ccccn3)c2C)c1 (centres undefined)	-11	-17	6	2	-15	-2	-2	0.9	1
Cc1ccc(S(=O)(=O)n2ccc3c(OCCOCCNCc4ccc(F)cc4)cccc32)cc1	-4	2	18	14	14	11	4	12	-8
O=C(CCS(=O)(=O)c1ccc(Cl)cc1)N1CCN(c2ccc(F)cc2)CC1	-3	-15	6	7	-16	-17	2	2.8	11
Cc1ccccc1COC(=O)c1cc([N+](=O)[O-])ccc1N1CCOCC1	-1	14	-1	2	-7	-7	-1	0.2	-3
CC1(C)CC(=O)C=C(/C=C/c2ccccc2)C1	6	-5	3	2	-16	-13	4	-0.5	11
Cc1onc(-c2ccccc2)c1C(=O)n1cc(Br)cn1	-1	-26	7	-1	8	-3	-3	-0.2	-11
C=CCN(Cc1ccc(OC)c(OC)c1)C(=O)N1CCOCC1	2	5	7	1	3	-12	-3	1.1	0
Cc1c(CC(=O)O)c(=O)oc2cc(OCc3ccc(F)cc3Cl)ccc12	-1	18	3	0	8	-11	-3	0.6	4

Of the compounds above, 2 contain a tert-butyl group.
Compound	CHRM5 PAM	CHO-K1 Ca PAM	M5 antag	CHRM4 agonist	CHRM4 antagonist	CHO-K1 Ca antag	CHRM5 agonist	M1 ag parental	M4 PAM
CC(C)(C)c1ccc(CS(=O)(=O)CC2(O)CCN(C(=O)c3cccc(C(F)(F)F)c3)CC2)cc1	2	-2	-3	0	8	7	2	-0.4	-2
Cc1cc(NC(=O)C(C)SCC(=O)Nc2ccccc2C(C)(C)C)no1 (centres undefined)	-1	14	0	0	4	-25	0	1.4	3
